# Screens as filed in PubChem BioAssay.
# PfHsp90 yeast 2 – growth inhibition of PfHsp90-expressing yeast, primary screen, antimalarial PfHsp90 inhibitor project, S. cerevisiae, BacTiter-Glo luminescence, single point, set 2 | BacTiter-Glo ATP, 48 h; yeast lacking PDR1 and PDR3 efflux regulators | inhibition, % at 9.4 µM | hit rate 0.32% among 310,000 | AID 504621, 2011;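 active = every replicate shows inhibition above about 80%, whatever the replicate mean, limit read from the data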;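 also: 0% = DMSO neutral controls and 100% = 20 µM radicicol positive controls; yeast relying on Plasmodium falciparum Hsp90 in place of its own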
# E coli growth – E. coli V3065 growth inhibition, primary screen, counter-screen for AddAB inhibitor project, absorbance, OD600 | 18 h | inhibition, % at 11.9 µM | hit rate 0.27% among 330,000 | AID 449728, 2010;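 active = inhibition above the campaign's mean inhibition across all tested compounds plus 3 SD, cut at about 9.9% in these data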;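 also: uninfected addAB+ strain grown without phage in ampicillin broth; 0% = DMSO wells and 100% = ciprofloxacin 0.95 µg/ml wells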
# PKA-R1A activ – activators of PKA-R1A holoenzyme, primary screen, biochemical, fluorescence polarization, Cy5-IP20, bovine R1A, mouse PKAc; cAMP-dependent protein kinase type I-alpha regulatory subunit (Bos taurus) + …; PKA-R1A dissociation; scaled: DMSO 0%, 113 µM cGMP 100%; activation, % at 11.4 µM; hit rate 0.083% among 340,000;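 active = percent activation above the mean of all tested compounds plus 3 SD, cut at about 19% in these data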;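 also: higher means more PKAc released from R1A so a rise in polarization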
# SUMO Mot1 rescue – yeast Mot1-301 growth rescue at high temperature, primary screen, SUMOylation pathway inhibitor project, S. cerevisiae, ATP luminescence, 38.5C; S. cerevisiae Mot1-301 growth rescue; percent above DMSO median, 100 means doubled; growth rescue, % at 18.8 µM; hit rate 1% among 320,000; AID 2716, 2010;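 active = every valid replicate shows activation above 250% relative to neutral control wells; inactive = the rest, any valid replicate at or below 250%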;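 also: OY570 slx delta 5 strain wells were the positive control but not used for scaling; some compounds called inactive have numbers as strong as hits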
# AddAB inh – growth inhibition of E. coli expressing H. pylori AddAB, primary screen, AddAB inhibitor project, absorbance. inhibition, % at 11.9 µM. hit rate 0.29% among 330,000. AID 435030, 2010; in the data active = inhibition above about 12%;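 also: 0% = vehicle wells of infected cells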
# MOR-DOR ag – agonists of OPRM1-OPRD1 heterodimerization, primary screen, cell-based, luminescence; Mu-type opioid receptor (Homo sapiens) + Delta-type opioid receptor (Homo sapiens), …; cells; activation, % at 9.3 µM; hit rate 0.3% among 340,000; in the data active = activation above about 18%;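 also: 0% = vehicle-treated cells and 100% = reference agonist; values of inactives mirror those of a sister screen read the other way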
# Target sequence (P35372 whole entry, looked up): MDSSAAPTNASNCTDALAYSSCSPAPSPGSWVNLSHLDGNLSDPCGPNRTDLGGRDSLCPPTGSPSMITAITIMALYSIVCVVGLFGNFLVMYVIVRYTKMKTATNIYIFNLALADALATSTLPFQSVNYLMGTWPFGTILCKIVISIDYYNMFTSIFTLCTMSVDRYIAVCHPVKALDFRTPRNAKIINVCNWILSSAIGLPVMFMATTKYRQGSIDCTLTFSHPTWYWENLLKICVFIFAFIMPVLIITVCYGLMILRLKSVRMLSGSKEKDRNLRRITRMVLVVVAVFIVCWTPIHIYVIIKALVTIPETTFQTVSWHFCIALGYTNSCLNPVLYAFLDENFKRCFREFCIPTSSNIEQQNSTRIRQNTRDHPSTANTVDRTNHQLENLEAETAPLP
# Target sequence (P41143 whole entry, looked up): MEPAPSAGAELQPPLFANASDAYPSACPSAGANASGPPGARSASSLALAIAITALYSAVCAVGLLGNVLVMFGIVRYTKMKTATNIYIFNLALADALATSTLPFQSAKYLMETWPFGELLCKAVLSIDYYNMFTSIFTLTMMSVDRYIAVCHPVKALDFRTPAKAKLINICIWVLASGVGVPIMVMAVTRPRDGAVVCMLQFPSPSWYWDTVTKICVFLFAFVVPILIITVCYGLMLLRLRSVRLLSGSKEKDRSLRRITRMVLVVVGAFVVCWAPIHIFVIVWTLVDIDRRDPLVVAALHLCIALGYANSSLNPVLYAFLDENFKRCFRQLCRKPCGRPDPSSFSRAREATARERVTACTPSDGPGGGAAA
# phage Ecoli inh – growth loss of phage-infected E. coli, primary screen, RecBCD inhibitor project, absorbance, with phage, HTS; inhibition, % at 11.9 µM; hit rate 0.26% among 360,000; AID 651602, 2012; in the data active = inhibition above about 11%
# DSG3 Ab inh – inhibitors of pemphigus antibody binding to DSG3, primary screen, biochemical, bead-based, flow cytometry, scFv-GFP. DSG3-coupled beads, scFv-anti-DSG3-GFP binding; active compounds read low. binding (percent of control), % at 10 µM. hit rate 0.48% among 310,000;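 active = binding more than 3 SD below its plate's average and above zero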;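 also: hits lower antibody fragment binding to DSG3; some compounds called inactive have numbers as strong as hits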
# Tat export inh – E. coli Tat export inhibitors, primary screen, MC4100, TorA-mCherry reporter, fluorescence, single point. inhibition, % at 10 µM. hit rate 0.036% among 340,000;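 active = mean replicate inhibition at least 50% and at least half of replicates individually reaching 50%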;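 also: exported cargo escapes ClpAP degradation while cytoplasmic cargo is degraded and loses fluorescence; 0% = median of neutral control wells and 100% = median of NaSCN control wells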
# Arrestin-AP2 inh – inhibitors of beta-arrestin/AP2 binding, primary screen, biochemical, GPCR trafficking, flow cytometry; beta-arrestin 1 C-terminal peptide binding to AP2 beta2-adaptin appendage (human); FITC-arrestin peptide / GST-AP2 beads; AP2 beta2 appendage carries R879A mutation; hit rate 0.31% among 340,000; AID 504490, 2011; inhibition, % at 10 µM;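 active = inhibition above a set limit, near 3 SD of compounds lacking own fluorescence, cut at about 54% in these data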;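 also: plate controls were DMSO wells for no effect and 5 µM unlabelled arrestin peptide for full effect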
#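 Material – AP2 appendage R879A on GSH beads · Buffer or medium – PBS with 0.05% Tween 20 and 0.1% BSA · Probe or stimulus – fluorescein-tagged arrestin peptide at 50 nM final · Incubation – compound with beads 12 min RT, then probe 1 h RT · Detection – high-throughput flow cytometry of beads, ex 488, em 535 nm · Evaluation – percent response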
# MOR-DOR inv ag – inverse agonists of MOR-DOR heterodimerization, primary screen, cell-based, luminescence. Mu-type opioid receptor (Homo sapiens) + Delta-type opioid receptor (Homo sapiens), …. cell-based MOR-DOR heterodimer luminescence, inverse agonism. inhibition, % at 9.3 µM. hit rate 0.21% among 340,000; in the data active = inhibition above about 22%, passing the limit was not always enough;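 also: 0% = cells with DMSO and 100% = wells without cells with DMSO; values of inactives mirror those of a sister screen read the other way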
# An asterisk follows results filed as active; x = no result given.
SMILES,PfHsp90 yeast 2,E coli growth,PKA-R1A activ,SUMO Mot1 rescue,AddAB inh,MOR-DOR ag,phage Ecoli inh,DSG3 Ab inh,Tat export inh,Arrestin-AP2 inh,MOR-DOR inv ag
CCCc1nc2ccccc2n1CCOC,x,-2.1,2,x,2.8,-2.6,2.2,98,-2,3,14
O=c1cc(-c2ccccc2)oc2ccccc12,12,-1.8,-6,4,4.2,-2.8,2.0,x,10,-5,14
Cc1ccccc1CSCC(=O)Nc1c(C)n(C)n(-c2ccccc2)c1=O,24,1.2,-8,x,1.4,-2.2,1.8,102,-2,4,12
N/C(=N\OC(=O)CCc1ccccc1)c1ccc(Cl)cc1,-7,-1.6,-3,16,1.9,2.6,-1.2,103,2,-1,-15
C=CC1=C2C=C(C3CC3)N(CC3CC3)C=C2C(=O)C(C)(OC(=O)c2ccco2)C1=O (stereo unspecified),x,0.7,-7,7,3.7,3.1,2.1,101,-9,11,-17
Oc1ccc(Cl)cc1C1=NNC(c2cc(Br)cc3c2OCOC3)C1 (stereo unspecified),-14,0.2,-1,-34,3.0,0.3,5.6,95,3,0,-2
Cc1nn(Cc2ccccc2Cl)c2sc(C(=O)Nc3ccccc3N3CCOCC3)cc12,6,0.2,-2,14,-0.3,3.7,4.3,87,1,-6,-24
CC(C)CNC(=O)c1ccc2c(c1)C(=O)N(Cc1ccco1)C2=O,-11,1.8,9,-15,2.8,-2.5,1.0,124,4,-1,13
COCCn1c(SCC(=O)NC(C)c2ccc(F)cc2)nc2ccccc21 (stereo unspecified),0,-2.8,-17,-20,2.3,0.8,3.6,x,-3,7,-6
Cc1cccc(NC(=S)NC2CC3CCC(C2)N3Cc2ccco2)c1C (stereo unspecified),-6,-0.9,1,0,0.3,-0.5,3.4,102,-2,3,3
CC(=O)Nc1ccc(S(=O)(=O)NCCC(=O)Nc2ccc(C)c(F)c2)cc1,0,1.4,8,-4,2.5,3.6,3.3,106,-7,7,-29
COc1ccc(C)cc1NC(=O)c1[nH]c(C)c(C(C)=O)c1C,12,-0.4,1,x,0.2,-0.1,1.7,x,-7,8,0
COCCNC(=O)Cn1c(=O)n(CCCC(=O)NCc2ccc3c(c2)OCO3)c(=O)c2sccc21,2,0.4,-1,-5,2.1,-0.3,2.1,116,1,23,1
Cc1cc(C(=O)OCc2nc3ccccc3s2)c(C)o1,-12,1.6,-5,9,3.5,8.6,1.4,112,4,9,-49
CCC(C)C(NC(=O)CCC(=O)OCC(=O)[C@@]1(O)CCC2[C@@H]3CCC4=CC(=O)C=C[C@]4(C)C3[C@@H](O)C[C@@]21C)C(=O)O (stereo partly specified),1,1.2,-5,16,0.0,-2.0,-2.2,91,-6,2,9
CCOC(=O)C1CCCN(C(=O)Nc2cccc(Cl)c2)C1 (stereo unspecified),3,-0.2,-3,7,2.5,-1.7,2.0,101,2,-5,10
Cc1ccc(Nc2nc(-c3sc(C)nc3C)cs2)cc1,-43,-2.5,-7,143,0.8,-2.0,-1.3,117,5,32,10
C[C@H](NC(=O)c1nc[nH]c1C(=O)N[C@@H](Cc1ccccc1)C(=O)OCc1ccccc1)C(=O)OC(C)(C)C,-12,-0.6,-4,-3,1.9,12,-0.3,110,13,4,-70
CCCn1nc(C(=O)Oc2ccc3c(C)cc(=O)oc3c2)c2ccccc2c1=O,15,-0.5,1,17,5.3,-1.8,3.6,106,-3,6,10
Cc1cc(C)nc(N(C#N)CCOc2ccccc2)n1,-2,-1.2,-6,4,-0.7,3.2,0.8,102,9,15,-19
COc1ccc(/C=C2\SC(=S)N(CCC(=O)Nc3cccc(C(=O)O)c3)C2=O)cc1,-8,-0.3,2,-13,3.1,-2.4,-0.2,124,-1,5,12
Cc1c(Cc2c(C)n(C)n(-c3ccccc3)c2=O)c(=O)n(-c2ccccc2)n1C,11,-0.9,-19,4,0.6,-2.2,3.0,97,18,35,10
CCOC(=O)CNC(=O)c1ccc2[nH]c3c(c2c1)CCCC3,8,1.9,-9,2,2.5,1.1,1.4,80,-2,35,-7
Cc1ccc(S(=O)(=O)NCCNC(=O)c2ccccc2)cc1,7,0.3,-8,0,0.7,-4.0,3.3,102,3,5,20
CCOc1ccc(S(=O)(=O)Nc2ccc(C(=O)NCc3ccncc3)cc2)cc1,-4,-0.1,-9,-29,1.8,-0.8,1.6,x,-7,31,3
O=C(NCC(=O)N1CCCC(C(F)(F)F)C1)c1ccccc1F (stereo unspecified),-1,0.1,-4,-14,1.2,-2.7,-0.1,99,0,-2,13
CCOc1ccccc1OCCCCOc1ccccc1F,-22,1.1,-6,3,4.2,6.0,2.2,102,5,-7,-30
CC(=O)Nc1ccc(NC(=O)c2ccc(COc3ccc(C)cc3)o2)cc1,0,-0.4,3,0,0.8,-3.7,-1.5,97,-3,3,18
COc1ccc(Nc2nc(NN)nc(Nc3ccc(OC)cc3)n2)cc1,-5,0.6,-3,-8,-0.9,2.1,-1.3,97,1,-9,-10
CCN(CC)CCNC(=O)c1ccc(NC(=O)/C=C/c2cc(OC)c(OC)c(OC)c2)cc1,-6,-0.7,1,7,3.3,-0.1,4.5,94,-1,10,1
CCOC(=O)C1=Nc2ccccc2C1=[N+]=[N-],122*,96*,-3,366*,98*,1.4,91*,94,11,8,-7
O=C1c2ccccc2C(=O)N1CCn1c(=O)oc2ccccc21,13,0.7,-8,-6,-1.2,-3.2,0.6,x,-3,-12,15
O=C(Nc1ccnn1C1CCN(C/C=C/c2ccccc2)CC1)c1ccccc1,-1,-2.6,2,19,0.9,-1.2,-0.3,104,0,14,6
CCOC(=O)N1CCC(N2Cc3cccc(C(=O)Nc4ccc(S(=O)(=O)N(CC)CC)cc4)c3C2=O)CC1,-5,-4.8,0,-13,0.0,-3.6,-0.6,101,-6,-8,18
CCOc1ccc(S(=O)(=O)NCCC(=O)Nc2ncccc2C)cc1,-4,-1.9,0,3,-1.9,0.7,0.6,107,3,6,-4
O=C(Nc1nnc(-c2ccc(Cl)cc2)o1)C1CCCCC1,20,-5.5,-8,23,-2.0,-1.1,-2.7,96,7,-7,5
COC(=O)c1c(NC(=O)c2ccccc2)sc2c1CC(C)(C)OC2,-2,1.1,1,18,1.1,-2.8,1.1,102,-11,41,15
Cc1ccc(Nc2c3c(nc4ccccc24)CCC3)cc1,5,0.8,x,-10,2.5,x,3.8,86,-6,-3,x
Cn1c2c(c(=O)n(C)c1=O)C(C(F)(F)F)(C(F)(F)F)N=C(c1ccccc1Cl)N2,x,-0.4,-5,-23,4.1,1.3,2.9,102,5,-1,-7
CCCSc1nn2c(=O)c3ccccc3nc2s1,-19,1.0,-3,-2,2.2,-1.1,2.2,111,-5,-6,7
Cn1ccsc1=NC(=O)c1cc(S(=O)(=O)N2CCOCC2)ccc1Cl,5,-0.4,8,3,-1.4,-0.8,3.8,99,-5,-5,4
COc1ccc(C(=O)Nc2c(Cl)cc(Cl)cc2C(=O)NCCN2CCOCC2)cc1,x,-0.4,11,143,1.4,-0.8,3.7,96,-5,0,4
Cc1c(N2C(=O)c3ccc(F)cc3C2=O)c(=O)n(-c2ccccc2)n1C,x,-1.9,-6,-1,0.9,0.5,2.5,107,4,-2,-3
Cc1cc(NC(=O)C2CC(=O)N(c3ccccc3Cl)C2)no1 (stereo unspecified),6,-1.2,1,8,1.8,-1.3,0.9,95,14,-3,8
O=C(N/N=C/c1ccc(C(F)(F)F)cc1)c1ccncc1,-2,-2.8,-7,-12,3.3,-2.5,1.5,136,-3,-2,12
CCOCC(=O)N1CCN(c2cccc(Cl)c2)CC1,13,-1.5,6,-3,-1.5,-1.8,3.2,105,1,1,9
O=C(CSc1nc(-c2ccccc2)cs1)NCCCN1CCCC1=O,-22,0.1,-5,-1,2.2,-0.1,5.2,x,7,-7,1
C[C@H]1CN(S(=O)(=O)c2c(F)cccc2F)CCN1S(=O)(=O)c1ccc2c(c1)OCCO2,-24,-1.7,8,30,1.8,-0.6,0.0,105,-1,3,3
O=C(CSc1nnc(C2CC2)n1-c1ccccc1)NCCc1ccc(F)cc1,-5,-1.1,2,-10,3.8,-1.3,2.0,102,5,-2,7
COc1cc(CN2CCc3ccccc3C2)cc([N+](=O)[O-])c1O,-1,-1.3,-7,4,0.7,-3.1,0.4,121,5,36,15
Cn1cc(CCNC(=O)CCc2nnc(CCCCc3ccccc3)o2)cn1,5,-0.2,5,10,5.0,-0.6,3.9,107,-3,5,3
COc1ccc(C(=O)Nc2ccc(S(=O)(=O)NC(C)C)cc2)cc1,7,3.6,-5,-2,3.1,1.4,2.3,102,-3,-3,-7
O=C(Cn1nnc(-c2ccc(CN3CCOCC3)cc2)n1)N1CCCc2ccccc21,x,1.3,-8,9,6.0,-2.5,1.6,108,-2,-5,11
O=C(C1CCCN(S(=O)(=O)c2cccc3nsnc23)C1)N1CCc2ccccc21 (stereo unspecified),-15,1.9,0,-3,3.3,-2.3,3.5,101,9,7,13
CCOC(=O)C1(CCc2ccccc2)CCN(C(=O)c2occc2C)CC1,13,1.0,-3,-3,1.9,5.9,3.0,90,4,-12,-34
Cc1ccc(S(=O)(=O)N2[C@@H](c3ccc(Cl)cc3)C(C(=O)O)=CC[C@H]2c2cccs2)cc1,x,4.3,3,-12,1.6,0.5,3.4,100,-5,2,-3
N#Cc1c(SCC(=O)Nc2ccccc2C(F)(F)F)sc2c(O)cc(=O)[nH]c12,8,-0.6,-9,11,1.2,0.1,-1.8,x,-2,7,-1
Cc1c(C(c2cccc(O)c2)c2c(C)n(C)n(-c3ccccc3)c2=O)c(=O)n(-c2ccccc2)n1C,-27,0.9,-2,1,-0.8,0.5,1.5,109,-4,-6,-2
